WRN helicase inh = inhibitors of human WRN helicase. Q14191. WRN helicase unwinding, fluorescent forked duplex, kinetic. Potency, µM (doses to about 114 µM), for the others: top-dose activity change, negative = inhibition, most hits filed as inhibitors. 360,000 tested, 0.46% active; note: potency is the fitted concentration of half-maximal effect; % is set by controls: 0 for no effect and ±100 for the full control effect; nearly all actives have a fitted effect of over 55% in size
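Kinetic fluorescence helicase assay: unwinding of a quenched forked DNA duplex (100 nM final) with 2 mM ATP final raises red fluorescence (525/598 nm). Compounds sat 15 min at room temperature with 20 nM WRN beforehand.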
CCT chaperon mod = changes cytosolic chaperonin activity. purified chaperonin ATPase assay, HTRF ADP detection, 30 min. activity change, % (concentration not given with the values), hits read low. 360,000 tested, 0.3% active. AID 651819; in the data active = activity change below about -30%; note: % is set by controls: 0 for no effect and ±100 for the full control effect
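TRiC (40 or 20 nM final, by batch activity) in 30 mM Tris pH 7.4, 100 mM KCl, 5 mM MgCl2, 1 mM DTT was treated with compound at 76 uM single dose, then 10 uM ATP, 30 min at 37 °C. ADP was read by HTRF Transcreener.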
EPAC1 ag = agonists of human EPAC1; O95398; EPAC1 agonist qHTS, biochemical assay; response scale: 100% = response to 6.5 mM cAMP; Potency, µM (highest dose often 154 µM), without a hit: top-dose activation, most hits filed as activators; 360,000 tested, 0.073% active; note: potency is the fitted concentration of half-maximal effect; nearly all actives have a fitted effect of over 60% in size
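EPAC1 100 nM, Rap1B–BODIPY-GDP 250 nM, unlabeled GDP 50 uM; compound titration; 5 min RT; kinetic read ex480/em540 at 5-min intervals ×30 min; data normalized to 6.5 mM cAMP agonist control.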
PI5P4K alpha inh = inhibitors of human PI5P4K alpha; P48426; PI5P4Kalpha enzyme, ADP-Glo luminescence, 60 min; stronger effect = lower value; max response, %; 330,000 tested, 1.2% active; AID 652105; active = max response of -50% or lower; inconclusive = between -30% and -50%; inactive = -30% or higher; note: value at the top dose of about 77 µM; % is set by controls: 0 for no effect and ±100 for the full control effect
Target sequence (P48426 whole entry, looked up): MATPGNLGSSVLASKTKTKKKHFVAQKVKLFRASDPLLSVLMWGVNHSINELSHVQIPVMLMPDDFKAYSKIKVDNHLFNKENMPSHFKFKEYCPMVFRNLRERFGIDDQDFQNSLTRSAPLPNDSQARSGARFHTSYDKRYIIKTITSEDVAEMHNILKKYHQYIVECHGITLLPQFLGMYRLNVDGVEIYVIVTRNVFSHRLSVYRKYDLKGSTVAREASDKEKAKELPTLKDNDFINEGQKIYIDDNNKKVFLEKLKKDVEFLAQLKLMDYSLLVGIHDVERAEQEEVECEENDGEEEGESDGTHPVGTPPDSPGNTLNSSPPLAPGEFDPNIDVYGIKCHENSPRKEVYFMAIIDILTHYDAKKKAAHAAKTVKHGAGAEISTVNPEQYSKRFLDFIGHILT
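Single end-point luminescence (ADP-Glo) quantified ADP from PI5P4Kalpha turnover; ATP 5 microM final, 1 h at RT, 0.1% CHAPS and 0.28 mM EGTA in HEPES pH 7.4.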
EPAC1 antag = antagonists of human EPAC1 | O95398 | EPAC1 GEF assay, Rap1b-BODIPY-GDP exchange fluorescence | Potency, µM (highest dose often 115 µM), for inactives: at the highest dose activity change, negative = inhibition, actives largely listed as inhibitors | 360,000 tested, 0.14% active;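 note: potency is the fitted concentration of half-maximal effect; plate controls were vehicle for no effect and positive control for full effect; nearly all actives have a fitted effect of over 50% in size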
MmCpn inh = blocks the Methanococcus maripaludis chaperonin Mm-Cpn; purified Mm-Cpn ATPase, ADP Transcreener TR-FRET; Potency, µM (highest dose often 76.9 µM), for inactives: at the highest dose activity, negative = inhibition, hits mostly inhibitors; 330,000 tested, 0.031% active; note: potency is the fitted concentration of half-maximal effect; % is set by controls: 0 for no effect and ±100 for the full control effect; nearly all actives have a fitted effect of over 80% in size
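Eu-cryptate anti-ADP/ADP-d2 competition gives a ratio inversely related to ADP. Enzyme at 25 nM was pre-exposed to compound for 10 min, then given 10 uM ATP for 30 min, 37°C throughout.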
EPAC2 antag = EPAC2 (human) antagonism; Q8WZA2; EPAC2 GEF exchange of Rap1B-BODIPY-GDP, fluorescence; Potency, µM (highest dose often 114 µM), for inactives: top-dose activity, negative = inhibition, most hits filed as inhibitors; 360,000 tested, 0.18% active; note: potency is the fitted concentration of half-maximal effect; % is set by controls: 0 for no effect and ±100 for the full control effect; nearly all actives have a fitted effect of over 45% in size; many of its hits are not listed in these tables
PLK1 PBD block = PLK1 (human) polo-box domain binding inhibition | Plk1 PBD binding of FITC phosphopeptide, fluorescence polarization | Potency, µM, inactives show max response, negative = inhibition, most hits filed as inhibitors | 360,000 tested, 2.8% active | AID 720504; note: potency is the fitted concentration of half-maximal effect; series mostly up to about 57 µM; % is set by controls: 0 for no effect and ±100 for the full control effect; nearly all actives have a fitted effect of over 65% in size
Target sequence (P53350 whole entry, looked up, the tested form may be a part): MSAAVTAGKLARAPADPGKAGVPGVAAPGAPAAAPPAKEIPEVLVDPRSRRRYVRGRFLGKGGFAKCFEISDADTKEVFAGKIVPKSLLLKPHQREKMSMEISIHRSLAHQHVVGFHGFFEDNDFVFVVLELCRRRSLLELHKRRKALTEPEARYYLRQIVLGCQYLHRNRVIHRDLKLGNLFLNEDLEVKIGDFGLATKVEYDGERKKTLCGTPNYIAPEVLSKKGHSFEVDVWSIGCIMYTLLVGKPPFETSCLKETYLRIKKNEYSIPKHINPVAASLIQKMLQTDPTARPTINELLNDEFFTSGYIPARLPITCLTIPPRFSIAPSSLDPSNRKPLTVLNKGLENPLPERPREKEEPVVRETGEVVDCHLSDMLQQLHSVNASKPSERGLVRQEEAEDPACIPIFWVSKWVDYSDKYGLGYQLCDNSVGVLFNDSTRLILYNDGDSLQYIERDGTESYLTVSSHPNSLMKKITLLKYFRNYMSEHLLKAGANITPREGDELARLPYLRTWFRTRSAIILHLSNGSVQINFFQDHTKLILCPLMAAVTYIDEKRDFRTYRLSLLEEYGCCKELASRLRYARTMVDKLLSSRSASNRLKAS
Starred values were filed as active, the others as inactive; ? = inconclusive; · = not tested or not shown; [ ] = dose if it differs, or a comment. Unless noted, calls come from the whole dose curve; as a rule, active = well fitted curve in the direction sought with a large enough effect; inconclusive = small, poorly fitted or top-dose-only effect, or another doubt; inactive = no such curve, though single readings can be large; an effect the other way counts as inactive or inconclusive. These rows are one share of the data; the hit share may differ from the screen's.

SMILES	WRN helicase inh	CCT chaperon mod	EPAC1 ag	PI5P4K alpha inh	EPAC1 antag	MmCpn inh	EPAC2 antag	PLK1 PBD block
CSc1cccc(N/C(=N/S(=O)(=O)c2ccccc2)NN)c1	6%	0.7	4%	-2	-5%	1%	2%	-8%
COCc1c(C(=O)OCC(=O)N(C)C2CCS(=O)(=O)C2)oc2ccccc12 (stereo not drawn)	3%	1.6	-9%	-5	8%	0%	11%	-2%
CC(C)N(CCNC(=O)C1CCCN(c2ncnc3c2nc2n3CCCCC2)C1)Cc1ccccc1 (stereo not drawn)	7%	0.0	-13%	3	-1%	0%	-7%	-25%
Cc1ccc(C)c(-c2[nH]ncc2CN2CCCC(CO)(Cc3ccccc3C)C2)c1 (stereo not drawn)	8%	1.6	-9%	4	-1%	1%	0%	-12%
CN(CC(=O)Nc1ccccc1Cl)C(=O)CN1C(=O)C2CCCCC2C1=O (stereo not drawn)	5%	-3.4	-7%	2	-18%	-1%	-11%	-13%
COc1ccc2cc(-c3cc(C(=O)OCC(=O)NC4CCS(=O)(=O)C4)c4ccccc4n3)ccc2c1 (stereo not drawn)	-35%	-3.0	-6%	0	-22%	-3%	0%	0%
Cc1ccc(NC(=O)COC(=O)c2ccc3c(c2)OCO3)cc1S(=O)(=O)N1CCCCC1	-31%	-3.1	20%	1	-25%	-2%	-23%	-11%
COc1ccc2nc(Nc3ccccc3OC)sc2c1	-13%	0.1	10%	14	-36%	1%	?	-13%
Cc1ccc(-n2nc3ccc(NC(=O)c4cccc([N+](=O)[O-])c4C)cc3n2)cc1	-4%	0.0	-15%	7	3%	0%	-1%	-1%
COC(=O)CCCCCNC(=S)Nc1ccc2[nH]c(=O)[nH]c2c1	-2%	1.6	-1%	-3	-17%	-2%	10%	3%
CCCc1nc2ccccc2c(=O)n1CC(=O)c1ccc(F)cc1	-9%	0.8	3%	-1	-1%	0%	-14%	-5%
CCCNC(=O)c1cc(C2CCCCN2C(=O)c2ccc(NC(C)=O)cc2)on1 (stereo not drawn)	3%	0.7	-1%	1	1%	·	12%	0%
C=CCNC(=S)N1CCN(CCN=CC2=C(O)CC(c3cccs3)CC2=O)CC1 (stereo not drawn)	14%	-3.0	1%	·	-1%	-10%	-2%	-4%
COc1cc(/C=N/NC(=O)c2cccnc2)cc2c1OCO2	7%	-1.3	6%	-4	-15%	-2%	-5%	-10%
c1ccc(Nc2nc(NCc3ccco3)c3ccccc3n2)cc1	-36%	0.7	17%	-21	-22%	3%	-11%	-7%

Quoted at random: three records from the list
SMILES	WRN helicase inh	CCT chaperon mod	EPAC1 ag	PI5P4K alpha inh	EPAC1 antag	MmCpn inh	EPAC2 antag	PLK1 PBD block
CC(C)N(CCNC(=O)C1CCCN(c2ncnc3c2nc2n3CCCCC2)C1)Cc1ccccc1 (stereo not drawn)	7%	0.0	-13%	3	-1%	0%	-7%	-25%
CCCc1nc2ccccc2c(=O)n1CC(=O)c1ccc(F)cc1	-9%	0.8	3%	-1	-1%	0%	-14%	-5%
COCc1c(C(=O)OCC(=O)N(C)C2CCS(=O)(=O)C2)oc2ccccc12 (stereo not drawn)	3%	1.6	-9%	-5	8%	0%	11%	-2%

Among those listed so far, two have a furan ring, fused or not:
SMILES	WRN helicase inh	CCT chaperon mod	EPAC1 ag	PI5P4K alpha inh	EPAC1 antag	MmCpn inh	EPAC2 antag	PLK1 PBD block
COCc1c(C(=O)OCC(=O)N(C)C2CCS(=O)(=O)C2)oc2ccccc12 (stereo not drawn)	3%	1.6	-9%	-5	8%	0%	11%	-2%
c1ccc(Nc2nc(NCc3ccco3)c3ccccc3n2)cc1	-36%	0.7	17%	-21	-22%	3%	-11%	-7%

Next part.
SMILES	WRN helicase inh	CCT chaperon mod	EPAC1 ag	PI5P4K alpha inh	EPAC1 antag	MmCpn inh	EPAC2 antag	PLK1 PBD block
C=CCOn1c(=O)c(=O)n(OCc2ccccc2)c2ccccc21	7%	-3.5	5%	-6	2%	1%	8%	-4%
COc1ccc(C2CC(c3ccc(Br)cc3)=NN2C(=O)CSC2=NN3CCCC(=O)N=C3S2)cc1 (stereo not drawn)	3%	-3.2	13%	-4	-15%	-1%	-5%	-5%
CCOC(=O)C=Cc1ccc(C(=O)OCC)[nH]1	2%	0.4	1%	3	-9%	·	-6%	1%
COc1ccc(CCN(C)C(=O)CSc2nnc(-c3ccco3)o2)cc1OC	-17%	-2.4	-1%	0	4%	-6%	15%	-5%
O=c1c2ccccc2oc2nc(-c3ccco3)n(-c3ccccc3)c(=O)c12	-2%	-0.3	13%	-1	8%	0%	1%	-22%
NC(=O)C1CCN(C(=O)c2ccc(NS(=O)(=O)c3ccc(F)cc3)cc2)CC1	3%	-0.2	9%	-7	12%	2%	0%	3%
O=C1c2ccccc2C(=O)N1CC1CO1 (stereo not drawn)	-4%	-0.6	7%	1	3%	·	1%	-9%
Cc1sc(NC(=O)CN(Cc2ccccc2)C(=O)C2CC2)c(C(N)=O)c1C	-3%	0.8	10%	-2	3%	1%	-13%	-5%
O=C(c1cccs1)N1CC=C(c2ccccc2)CC1	0%	4.0	-5%	1	3%	0%	-9%	0%
COC(=O)[C@@]12CCCCN1[C@H](c1ccc(SC3CCCCC3)cc1)[C@@H]1C(=O)N(C)C(=O)[C@@H]12	7%	-0.4	-4%	6	8%	-2%	7%	4%
Cc1cccc(CN2CCC(N3CC(C)OC(C)C3)CC2)c1 (stereo not drawn)	-9%	1.3	1%	-2	5%	0%	3%	0%
Cc1nc(-c2ccc(Cl)cc2)sc1C(=O)O	5%	-2.7	-5%	?	16%	-5%	8%	4%
COc1ccc(OC)c(NC(=O)c2c(NC(=O)CNCc3ccco3)sc3c2CCC3)c1	-6%	-6.1	5%	-3	-11%	0%	1%	3%
COc1ccc(NC(=O)Cn2nc(Cc3cccnc3)c3ccccc3c2=O)c(OC)c1	-1%	0.6	-2%	0	12%	3%	15%	5%
COc1cc(-c2nnc(COC(=O)c3cccn3C)o2)cc(OC)c1OC	-8%	-1.2	7%	8	-3%	·	-3%	5%

Four compounds already listed, sorted by their value in CCT chaperon mod, high to low.
Molecule | WRN helicase inh | CCT chaperon mod | PI5P4K alpha inh | EPAC1 antag | MmCpn inh | EPAC2 antag | PLK1 PBD block
O=C(c1cccs1)N1CC=C(c2ccccc2)CC1 | 0% | 4.0 | 1 | 3% | 0% | -9% | 0%
Cc1sc(NC(=O)CN(Cc2ccccc2)C(=O)C2CC2)c(C(N)=O)c1C | -3% | 0.8 | -2 | 3% | 1% | -13% | -5%
CCOC(=O)C=Cc1ccc(C(=O)OCC)[nH]1 | 2% | 0.4 | 3 | -9% | · | -6% | 1%
C=CCOn1c(=O)c(=O)n(OCc2ccccc2)c2ccccc21 | 7% | -3.5 | -6 | 2% | 1% | 8% | -4%

Carrying on:
SMILES	WRN helicase inh	CCT chaperon mod	EPAC1 ag	PI5P4K alpha inh	EPAC1 antag	MmCpn inh	EPAC2 antag	PLK1 PBD block
CC1(C)O[C@@H]2[C@H](O1)[C@@H](CO)O[C@H]2n1cc(Br)c(=O)[nH]c1=O	-33%	1.4	6%	-1	6%	0%	-1%	-13%
O=C(OCCCc1ccncc1)c1ccc(S(=O)(=O)N2CCOCC2)cc1	-5%	-1.0	-3%	·	2%	-2%	1%	0%
O=C(COC(=O)c1cc(=O)[nH]c(=O)[nH]1)Nc1cccc(S(=O)(=O)N2CCCCC2)c1	-6%	-0.9	10%	1	-5%	0%	8%	-24%
OCCCNc1c2ccccc2nc2ccccc12	-6%[11.6 µM]	-0.3	-11%	3	-13%	1%	2%	-8%
Cc1ccc(CSc2nc3ccccc3c(=O)n2Cc2ccco2)cc1	-11%	-0.8	2%	-10	5%	-8%	-4%	27µM*
CCn1cc(Br)c(C(=O)N2CCN(c3ccccc3)CC2)n1	3%[57.1 µM]	1.7	2%	·	7%	·	11%	3%
Cc1ccc(-c2ccnc(-c3ccc(O)cc3)n2)cc1	-3%	-38*	3%	1	-8%	0%	-4%	-28%
COc1ccc(/C=C/C(=O)c2c(O)cc(C)oc2=O)c(OC)c1	-9%	-1.2	-1%	-10	8%	0%	11%	9%
O=C(NNC(=O)C1CCCO1)c1ccc([N+](=O)[O-])cc1 (stereo not drawn)	-19%	0.4	2%	0	?	0%	1%	1%
CCOc1ccc(N2CC(C(=O)Nc3ccc4c(c3)OCCO4)CC2=O)cc1 (stereo not drawn)	-6%	-0.4	6%	-2	?	-1%	-7%	2%
C=CCN(c1ccccc1)S(=O)(=O)c1cccc(C(=O)NCC2CCCO2)c1 (stereo not drawn)	-18%	-0.4	-2%	-6	9%	-1%	1%	2%
COC(=O)C1=C(N)Oc2cc(C)n(Cc3ccco3)c(=O)c2C1c1cccc(Cl)c1 (stereo not drawn)	-13%	-3.5	10%	7	-7%	1%	-1%	-7%
Cc1ccc(NC(=O)c2ccc([N+](=O)[O-])o2)cc1C	-6%	1.1	-1%	0	6%	-1%	-27%	-13%
CCOc1c(Cl)cc(CNCC(C)C)cc1Cl	-4%	1.6	-4%	15	-1%	·	-1%	-7%
COc1ccc(/C=N/NC(=O)c2ccc(Cl)c(S(N)(=O)=O)c2)cc1OCC(N)=O	-22%	1.5	7%	0	-12%	-5%	2%	-4%

Full records, looked up by structure:
O=C(NNC(=O)C1CCCO1)c1ccc([N+](=O)[O-])cc1 (stereo not drawn) as listed: WRN helicase inh = -19%; CCT chaperon mod = 0.4; EPAC1 ag = 2%; PI5P4K alpha inh = 0; EPAC1 antag = ?; MmCpn inh = 0%; EPAC2 antag = 1%; PLK1 PBD block = 1%
C=CCN(c1ccccc1)S(=O)(=O)c1cccc(C(=O)NCC2CCCO2)c1 (stereo not drawn) as listed: WRN helicase inh = -18%; CCT chaperon mod = -0.4; EPAC1 ag = -2%; PI5P4K alpha inh = -6; EPAC1 antag = 9%; MmCpn inh = -1%; EPAC2 antag = 1%; PLK1 PBD block = 2%

Screening results from PubChem BioAssay.
